MazF activator: activators of E. coli MazEF toxin-antitoxin RNase. P0AE70. FAM/BHQ RNA-DNA oligo cleavage fluorescence, 5 h. activation, % at 20 µM. 0.32% of 350,000 active; in the data active = activation above about 50%
Target sequence (P0AE70 whole entry, looked up): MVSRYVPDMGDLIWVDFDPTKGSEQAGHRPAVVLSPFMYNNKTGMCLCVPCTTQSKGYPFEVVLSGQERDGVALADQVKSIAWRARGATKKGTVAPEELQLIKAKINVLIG
Vc quorum ag: quorum light induction in luxS cqsA deficient V. cholerae | 0.16% of 350,000 active | AID 588436 | V. cholerae BH1578 lux reporter, luminescence, 6 h | activation, % at 18.7 µM; in the data active = activation mostly above about 9.7%, no sharp cut-off; also: not every result past the cut was called active; inactives centre near 0; reference of the scale not given here
Mtb UGM inh: blocks M. tuberculosis UGM enzyme; P9WIQ1; purified UGM, fluorescence polarization probe displacement; inhibition, % at 10 µM; 0.06% of 320,000 active; in the data active = inhibition above about 10%, passing the limit was not always enough
Target sequence (P9WIQ1 whole entry, looked up): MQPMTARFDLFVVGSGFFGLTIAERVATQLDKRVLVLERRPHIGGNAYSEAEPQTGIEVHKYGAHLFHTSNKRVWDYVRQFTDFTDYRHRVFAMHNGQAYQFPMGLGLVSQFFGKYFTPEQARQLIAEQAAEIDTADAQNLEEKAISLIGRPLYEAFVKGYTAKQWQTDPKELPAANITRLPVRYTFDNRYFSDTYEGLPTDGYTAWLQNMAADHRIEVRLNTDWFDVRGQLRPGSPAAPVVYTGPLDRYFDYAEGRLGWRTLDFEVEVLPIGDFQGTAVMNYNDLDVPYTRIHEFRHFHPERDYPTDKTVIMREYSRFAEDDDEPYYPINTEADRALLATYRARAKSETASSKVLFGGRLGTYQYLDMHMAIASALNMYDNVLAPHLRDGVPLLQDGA
GDH-TPI inh: counter-screen for M. tuberculosis FBA inhibitors: GDH-TPI coupled enzymes | GDH-TPI coupled enzyme counterscreen, NADH absorbance | inhibition, % at 4.8 µM | 1.2% of 360,000 active; in the data active = inhibition above about 30%;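 also: 0% = DMSO wells and 100% = wells lacking the enzyme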
FBA Mtb inh: inhibits M. tuberculosis FBA enzyme. inhibition, % at 1 µM. 2.3% of 360,000 active. purified M. tuberculosis FBA, fluorescence read-out. AID 588726. P9WQA3; in the data active = inhibition above about 27%;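 also: 0% = vehicle and 100% = reference inhibitor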
Rv3671c inh: Rv3671c (M. tuberculosis) protease inhibition; P9WHR9; inhibition, % at 5.96 µM; 0.048% of 320,000 active; in the data active = inhibition above about 38%;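 also: extracellular domain of Rv3671c used as enzyme; 0% = enzyme with DMSO and 100% = no enzyme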
Target sequence (P9WHR9 whole entry, looked up, the tested form may be a part): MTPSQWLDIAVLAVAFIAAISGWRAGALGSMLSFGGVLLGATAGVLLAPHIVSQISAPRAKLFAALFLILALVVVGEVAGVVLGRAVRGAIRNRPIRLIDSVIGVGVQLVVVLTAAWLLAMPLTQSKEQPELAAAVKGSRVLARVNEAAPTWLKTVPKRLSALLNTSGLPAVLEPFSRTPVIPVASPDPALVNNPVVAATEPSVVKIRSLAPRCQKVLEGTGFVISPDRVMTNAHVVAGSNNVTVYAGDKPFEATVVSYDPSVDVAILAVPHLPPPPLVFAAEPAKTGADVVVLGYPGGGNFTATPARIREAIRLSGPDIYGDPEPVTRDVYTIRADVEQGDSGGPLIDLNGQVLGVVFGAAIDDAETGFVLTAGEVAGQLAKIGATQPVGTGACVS
3CLpro inhibitor: SARS-CoV 3CLpro protease inhibition; P0C6X7; recombinant SARS-CoV 3CLpro, quenched FRET peptide cleavage; inhibition, % at 6 µM; 0.14% of 290,000 active; AID 1706; in the data active = inhibition above about 12%
BioA inh: blocks M. tuberculosis BioA enzyme activity | purified M. tuberculosis BioA enzyme, plate reader | inhibition, % at 9.99 µM | 0.096% of 360,000 active | AID 602481; in the data active = inhibition above about 40%
PriA SSB inh: K. pneumoniae PriA-SSBct interaction inhibition. AlphaScreen SSBct-PriA binding, biotinylated peptide. inhibition, % at 33 µM. 0.6% of 430,000 active; in the data active = inhibition mostly above about 37%, no sharp cut-off; inactive = mostly below about 20%;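 also: plate controls were negative control peptide for no effect and reference peptide for full effect; strong numbers were not always called active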
VHR inh abs: DUSP3 (human) phosphatase inhibition; P51452; recombinant VHR phosphatase, pNPP absorbance; inhibition, % at 13.3 µM; 0.52% of 290,000 active; AID 1654; in the data active = inhibition above about 50%; also: some compounds called inactive have numbers as strong as hits
Target sequence (P51452 whole entry, looked up): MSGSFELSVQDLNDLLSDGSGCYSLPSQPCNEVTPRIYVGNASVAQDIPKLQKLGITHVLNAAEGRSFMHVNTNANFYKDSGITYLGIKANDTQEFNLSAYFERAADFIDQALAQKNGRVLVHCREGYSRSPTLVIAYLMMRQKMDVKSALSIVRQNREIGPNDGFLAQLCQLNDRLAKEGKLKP
* marks the source's active call; other numbers are inactive results; i = inactive; . = no result given; & = joins results of further samples.

Results follow in this order: 3CLpro inhibitor	FBA Mtb inh	Rv3671c inh	VHR inh abs	Vc quorum ag	GDH-TPI inh	MazF activator	BioA inh	Mtb UGM inh	PriA SSB inh
(1) Cc1oc(-c2ccc(Cl)cc2)nc1CN1CCC(C(=O)N2CCN(Cc3ccccc3)CC2)CC1
    -3	4	-2	8	-0.2	4	6	-1.3	-1.4	2
(2) O=C(COc1ccc(S(=O)(=O)Nc2ccc(Cl)cc2)cc1)N1CCOCC1
    0	-2	-3	6	i	-9	-3	-0.4	0.0	-1
(3) Cc1cc(C)c2nc(NC(=O)c3ccc([N+](=O)[O-])o3)sc2c1
    5	-1	7	18	i	0	10	-2.1	1.6	-6
(4) CCCNC(=S)NCCN1CCCCC1
    -3	0	-7	42	.	-2	14	-0.2	-0.1	-5
(5) O=C(NCCCNC(=O)c1ccccc1Br)c1ccccc1Br
    2	0	2	1	i	-3	5	-0.6	3.6	-1
(6) Cc1ccc(Cl)c2sc(NC(=O)C3=COCCO3)nc12
    -1	2	-23	10	i	4	4	-1.9	-1.1	-17&-15
(7) COc1ccc(NC(=O)c2ccc(NCCCN3CCOCC3)c([N+](=O)[O-])c2)cc1
    4	-12	-9	9	-0.4	18	9	.	-1.5	3
(8) COc1ccccc1-c1nnc(NC(=O)c2cccc(N3C(=O)CCC3=O)c2)o1
    6	-1	2	8	-0.3	19	1	.	-0.7	6&-2
(9) CCc1ccc(C(=O)CCC(=O)Nc2ccc(OC)c(S(=O)(=O)N3CCCCC3)c2)cc1
    .	3	-22	.	i	10	1	0.0	0.9	-17
(10) COCCCC1CCN(Cc2nc(Cc3ccccc3Cl)no2)CC1
    -3	-2	2	0	-0.2	-2	-2	.	-0.8	-13
(11) O=S(=O)(c1cc(Cl)ccc1Br)N1CCOCC1
    2	-1	-10	-8	i	8	4	-1.1	-3.3	-14
(12) N#Cc1ccc(N2Cc3ccccc3C2=NC(=O)c2cccs2)cc1
    2	5	1	24	i	10	6	.	-0.9	-9
(13) Cc1ccc(-c2nnc(Sc3nc4ccccc4o3)c3ccccc23)cc1
    1	2	-1	12	i	7	-35	0.4	-0.8	-3
(14) CCC/C=N/Nc1nc2ccccc2s1
    -4	-1	12	19	-5.6	-3	3	.	-0.2	.
(15) CN(C)N1C(=O)CC(C)(c2ccc([N+](=O)[O-])cc2)C1=O (configuration not stated)
    .	-1	2	.	i	1	8	1.5	1.5	-17
(16) COc1ccc(-c2nnn(CC(=O)c3c[nH]c4ccccc34)n2)cc1OC
    2	-4	-21	16	i	1	20	-2.3	2.9	8
(17) CCOc1cc2[nH]c(=S)n(C(C)C)c(=O)c2cc1OCC
    -1	-1	0	0	-3.0	29	4	-1.1	-2.9	-7
(18) COc1cccc(/C=N/NC(=O)C(=O)N2CCCC2)c1OC
    -1	-2	-6	26	-0.4	16	4	-0.5	0.5	.
(19) COCCN1C(=O)c2ccccc2C(C(=O)NCC2CCCO2)C1c1c[nH]c2ccccc12 (configuration not stated)
    -2	0	-2	37	-0.5	-4	0	-0.3	2.5	2
(20) Cc1ccc2nsnc2c1S(=O)(=O)Nc1ccccc1C(=O)O
    1	0	2	3	i	3	4	.	-0.6	-8
(21) CCOC(=O)c1c(C)[nH]c(C(=O)NCc2ccco2)c1C
    4	.	-5	14	.	.	.	.	-0.5	.
(22) Cn1cnnc1SCC(=O)c1ccco1
    3	1	-8	-10	-7.1	12	-12	0.0	0.9	0
(23) Cc1cc(C(=O)Nc2cc(C)n(Cc3ccc(Cl)cc3)n2)no1
    0	-3	1	-4	i	-7	1	5.2	1.2	-15
(24) Cc1ccc(NC(=O)c2cccc(S(=O)(=O)N3CCCC3)c2)nc1
    .	-2	2	.	i	5	5	0.7	1.4	-10
(25) CC(C)c1ccc(OCC(=O)NC2CC(C)(C)NC(C)(C)C2)c(Br)c1
    2	0	-7	1	-1.6	9	7	0.6	-1.2	1
(26) O=C(NCC1CCN(Cc2ccccc2F)CC1)Nc1ccccc1F
    -3	-1	0	10	i	10	-14	0.0	-0.5	-12
(27) COc1ccc(CC(=O)NCC2CCCN(Cc3ccc(OC(F)(F)F)cc3)C2)cc1 (configuration not stated)
    -4	-1	2	-4	-0.7	-1	4	-1.0	-2.2	-3
(28) O=C(CSc1nnc(C2CC2)n1CC1CCCO1)Nc1cccc(Cl)c1 (configuration not stated)
    0	2	14	8	i	17	5	-1.2	1.0	-8
(29) COC(=O)c1[nH]nc2c1C(=O)N(C1CCCCC1)C2=O
    1	1	1	26	-0.7	9	0	0.0	4.8	-12
(30) COc1cc(C(=O)Oc2cccc(C=O)c2)cc(OC)c1OC
    1	-2	3	37	-1.5	-11	-3	0.6	1.1	-6
(31) COc1ccc(/C=N/N=C2/NC(=O)C(c3ccccc3)S2)c(OC)c1 (configuration not stated)
    1	-4	0	20	-3.1	31*	6	-1.2	-0.2	.
(32) CC1CC(C)CN(CCCNC(=O)COc2cc(=O)n(C)c3ccccc23)C1 (configuration not stated)
    -6	5	-2	27	-0.3	1	-1	0.7	-1.2	0
(33) Cc1oc(-c2cccc(Cl)c2)nc1CS(=O)(=O)CC(=O)NCCN1CCCC1
    -6	-3	7	33	-1.3	0	6	-1.2	-0.2	1
(34) COc1cc2c(cc1OC)CN(C(=O)c1cccs1)CC2
    -2	2	-11	6	-0.8	1	8	0.6	1.4	3
(35) CC/C(=N\O)c1ccc(O)c(OC)c1
    -3	-1	-12	15	i	8	12	-0.1	1.0	.
(36) CCCCCC(=O)N1C[C@@H](n2cc(C3CC3)nn2)[C@H](O)C[C@@H]1c1ccccc1
    .	-6	.	.	-0.5	-2	2	0.9	.	.
(37) CCOc1ccccc1CN1CCN(C2CCN(c3ccccc3F)CC2)CC1CCO (configuration not stated)
    4	1	4	38	-0.3	7	-11	.	-1.4	5
(38) COc1cc(OC)cc(C(=O)N2CCN(Cc3ccccc3[N+](=O)[O-])CC2)c1
    2	6	5	11	-0.4	7	-4	.	-0.5	-1
(39) COc1ccc(NC(=O)CCC(=O)c2ccc(F)cc2)cc1
    .	2	.	.	-0.2	3	-13	-0.4	.	-9
(40) Cc1nnc(SCC(=O)NC2CCCC2)n1C(C)C
    -2	1	3	6	i	-13	5	0.4	-0.2	2
(41) C=CCn1c(SCC(=O)NC)nc2sc3c(c2c1=O)CCC3
    5	-2	-11	10	-6.2	13	12	3.3	-2.7	-17
(42) CC(C)(C)c1ccc(C(=O)Nc2cccc3ncccc23)cc1
    -4	1	-20	0	-0.1	2	-42	-2.6	4.9	0
(43) CC(=O)Nc1ccc(S(=O)(=O)N2CCN(CCCOc3cc(C)ccc3C)CC2)cc1
    -1	3	-11	-6	-3.3	-1	-13	-0.6	2.2	18
(44) COc1ccc(Cl)cc1-c1cc(C(=O)NCC2CCCCC2)[nH]n1
    .	1	.	.	-0.7	8	.	0.4	.	.
(45) c1ccc2cc(OCCOCCOc3ccc4ccccc4c3)ccc2c1
    -4	0	-8	16	i	4	-2	-4.8	-2.6	-5
(46) Cc1ccc([N+](=O)[O-])cc1N=C(c1cccc([N+](=O)[O-])c1)N1CCOCC1
    5	-2	2	23	-0.7	7	-8	-1.8	1.1	-12
(47) O=C(CCS(=O)(=O)c1ccc(Cl)cc1)NC1CCCC1
    .	-1	-8	.	-0.6	6	1	-0.6	-2.4	1
(48) Cc1cc(C)c(S(=O)(=O)N2CCCOC2CNC(=O)C(=O)NCCc2c[nH]c3ccccc23)c(C)c1 (configuration not stated)
    0	5	-5	0	0.3	1	-1	.	0.3	19
(49) CC1CCCC(NC(=O)Cn2cc3c(n2)CCCCC3)C1C (configuration not stated)
    0	3	-3	25	-0.2	-11	10	-0.6	0.1	-6
(50) COc1ccc(-c2cc(-c3ccc(C)cc3)n[nH]2)c(O)c1
    9	0	2	6	i	1	3	-1.4	0.3	-12
(51) CN1CCN(NC(=O)/C=C/c2ccc(Br)cc2)CC1
    -6	0	9	14	.	4	6	-1.2	4.3	-1
(52) c1ccc2c(N3CCNCC3)cccc2c1
    .	13	-1	.	-0.3	-3	2	22	-1.3	-8
(53) COc1ccc(-c2nc(N)n(C(=O)c3ccco3)n2)cc1
    9	-5	4	-7	-1.4	-7	-23	0.1	-0.5	11
(54) CSCc1ccc(C(=O)N2CCC(N3CCC(C(=O)NC(C)C)CC3)CC2)o1
    0	-2	-2	2	i	-5	-7	-1.4	-4.4	-5
(55) CS(=O)(=O)N(CC(=O)NCc1ccccc1)C1CCCCC1
    -4	5	-3	4	-2.2	1	4	-1.2	-1.0	-3
(56) Cc1nc(NC(=O)c2ccccc2)sc1-c1cc(C(=O)N2CCOCC2)nn1Cc1ccccc1
    .	-3	.	.	-0.4	-1	-1	-0.8	.	.
(57) O=C1CCC(=O)N1Cc1c(Cl)cccc1Cl
    -1	-2	-8	2	-0.2	5	12	-0.1	-0.5	-1
(58) COc1ccccc1CNC(=O)C1CCN(S(=O)(=O)c2cccc3cccnc23)CC1
    -8	2	3	17	-0.1	10	-3	-1.4	0.6	-19
(59) c1ccc(CNCc2ccco2)cc1
    0	2	4	4	-4.7	5	6	-2.2	-1.7	1
(60) O=P1(NCCCl)OCCCN1CCCl (configuration not stated)
    .	3	-2	.	0.6	-13	-4	0.3	3.8	-15

Exported bar-delimited: part of the list above
# | canonical_smiles | 3CLpro inhibitor | FBA Mtb inh | Rv3671c inh | VHR inh abs | Vc quorum ag | GDH-TPI inh | MazF activator | BioA inh | Mtb UGM inh | PriA SSB inh
52 | c1ccc2c(N3CCNCC3)cccc2c1 | . | 13 | -1 | . | -0.3 | -3 | 2 | 22 | -1.3 | -8
53 | COc1ccc(-c2nc(N)n(C(=O)c3ccco3)n2)cc1 | 9 | -5 | 4 | -7 | -1.4 | -7 | -23 | 0.1 | -0.5 | 11
54 | CSCc1ccc(C(=O)N2CCC(N3CCC(C(=O)NC(C)C)CC3)CC2)o1 | 0 | -2 | -2 | 2 | i | -5 | -7 | -1.4 | -4.4 | -5
55 | CS(=O)(=O)N(CC(=O)NCc1ccccc1)C1CCCCC1 | -4 | 5 | -3 | 4 | -2.2 | 1 | 4 | -1.2 | -1.0 | -3

Remaining list, next part
Results follow in this order: 3CLpro inhibitor	FBA Mtb inh	Rv3671c inh	VHR inh abs	Vc quorum ag	GDH-TPI inh	MazF activator	BioA inh	Mtb UGM inh	PriA SSB inh
(61) COC(=O)c1ccc(Nc2c([N+](=O)[O-])ccc3nonc23)cc1
    -3	-4	2	10	-1.2	-2	0	-1.9	0.3	1
(62) CN(C)C(=O)C1C2NC(=S)N(c3cccc(Cl)c3)C1(C)Oc1ccc(Cl)cc12 (configuration not stated)
    3	1	6	12	1.1	-1	10	0.7	2.6	22
(63) C/C=C/c1ccc(OCC(=O)N(CCOC)c2c(N)n(CCCC)c(=O)[nH]c2=O)c(OC)c1
    .	0	7	.	-0.3	12	-6	0.8	-2.5	-1
(64) CCNC(=O)/C(C#N)=C/c1c(N2CCN(c3ccccc3)CC2)nc2c(C)cccn2c1=O
    2	5	0	.	i	12	17	0.6	0.1	2
(65) Cc1cccc(NC(=O)c2ccc3c(c2)CCN3S(C)(=O)=O)c1
    2	-2	.	-1	i	11	-9	-0.6	1.2	0
(66) CCCCn1c(=O)c(C=Nc2cccnc2Cl)c(O)n(CCCCl)c1=O
    -1	0	-5	-2	i	7	0	.	-1.5	-9
(67) Cc1ccc2nc(-c3ccccc3)cc(C(=O)N3CCN(c4ccccc4O)CC3)c2c1
    .	-2	-4	.	i	1	6	0.3	0.1	12
(68) O=C(CS(=O)c1ccc(C(F)(F)F)cc1[N+](=O)[O-])Oc1ccc(Cl)cc1 (configuration not stated)
    4	0	5	51*	i	1	-4	-1.4	0.1	0
(69) Cc1ccc(CN2C(=O)c3ccccc3NC2c2ccccn2)cc1 (configuration not stated)
    -1	31*	-4	18	-0.3	-5	5	.	3.7	-13
(70) COc1cc(/C=C/C(=O)O)ccc1OCc1ccccc1C#N
    4	6	-3	-2	i	9	-8	0.9	0.7	7
(71) COC(=O)C1=C[C@@H](C(=O)OC)C2C3=C(C(=O)C24CCCCC4)[C@H](C)n2c(=O)n(-c4ccccc4)c(=O)n2[C@@H]3C1 (some centres not stated)
    .	0	3	.	i	5	9	-0.4	-1.6	-3
(72) O=C(CC(=O)Nc1ccc(F)cc1F)Nc1ccc(F)cc1F
    1	-4	-10	-7	-2.8	-9	-14	1.7	0.8	-11
(73) CCc1nc2c(cnn2-c2ccc(F)cc2)c(=O)n1-c1ccc(N2CCC(C)CC2)cc1
    -3	0	-8	34	-0.3	4	-59	-2.7	0.7	-14

Bioassay records: PubChem, several laboratories

Not all compounds are listed; count on the stated rates, not on these rows.
